GPR55 activation: GPR55 agonists via beta-arrestin recruitment, primary screen, imaging, U2OS cells, beta-arrestin-GFP redistribution (AID 1961). U2OS GPR55 beta-arrestin-GFP redistribution imaging; higher % means a stronger effect. 290,000 tested, 0.048% active. activation, % at 10 µM; hits with a dose series show EC50 in µM;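 active = activation above 40% with more than 50 cells counted in the well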;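 note: U2OS osteosarcoma cells stably expressing GPR55 and beta-arrestin-GFP; plate controls were DMSO negative control for no effect and LPI positive control for full effect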
KOR beta-arrestin-1: KOR agonists, beta-arrestin recruitment, primary screen, cell-based, luminescence, uHTS (AID 1777). activation, % at 10 µM, or EC50 in µM where a hit was titrated. 280,000 tested, 0.02% active. KOR beta-arrestin recruitment, luminescence; higher % means a stronger effect; in the data active = activation above about 50%, passing the limit was not always enough; note: a part of the inactive calls stands beside numbers as strong as those of hits
KOR beta-arrestin-2: kappa opioid receptor blockers – cell-based, luminescence, uHTS (AID 1778) | one-dose inhibition, % at 10 µM; IC50 in µM for titrated hits | 290,000 tested, 0.091% active | KOR beta-arrestin recruitment, luminescence, antagonist mode; higher % means a stronger effect; note: strong numbers were not always called active
NOD1 NF-kB reporter: NOD1 signaling inhibitors, primary screen, cell-based, luminescence, uHTS (AID 1578); NOD1-driven NF-kB luciferase reporter cells, luminescence; higher % means a stronger effect; inhibition, % at 4 µM, or EC50 in µM where a hit was titrated; 290,000 tested, 1% active; in the data active = inhibition mostly above about 36%, no sharp cut-off; inactive = mostly below about 34%;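 note: HEK-293T reporter cells stimulated with the NOD1 agonist gamma-tri-DAP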
Dynein transport: blocks dynein driven cargo transport along microtubules. 3617.4 mouse cells, GR-EGFP nuclear translocation imaging; test concentration mostly 20 µM; stimulated with dexamethasone, 1 µM; active compounds read low. z-score, hits read low. 220,000 tested, 0.47% active;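 active = plate z-score of nuclear minus cytoplasmic receptor signal below a set negative limit, without overly bright fluorescence or cell loss, cut at about -3.5 in these data, passing the limit was not always enough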;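 note: z-score of nuclear minus cytoplasmic ring GR-EGFP intensity difference per well; some compounds called inactive have numbers as strong as hits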
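Buffer or medium: tet-free medium with charcoal-stripped serum / Also added: dexamethasone agonist, 1.0 µM final, for 30 min / Timing: induction 48 h, compound 1 h, agonist 30 min / Measured by: high-content fluorescence imaging after fixation / Read-out: nuclear-to-cytoplasmic GR-EGFP distribution per well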
P. falciparum M1AAP: P. falciparum M1AAP inhibitors, biochemical, fluorogenic H-Leu-NHMec substrate, 1536-well (AID 1445). recombinant M1AAP, H-Leu-NHMec fluorogenic kinetic assay; higher % means a stronger effect. inhibition, % at 30 µM, or IC50 in µM where a hit was titrated. 220,000 tested, 0.42% active;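 active = primary inhibition above the hit cutoff, then over 50% inhibition at one or more dose response concentrations, cut at about 23% in these data, passing the limit was not always enough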;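 note: plate controls were DMSO full reaction for no effect and no enzyme background for full effect; strong numbers were not always called active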
P. falciparum M17LAP: P. falciparum M17LAP inhibitors, primary screen, biochemical, fluorogenic H-Leu-NHMec substrate, 1536-well (AID 1619); recombinant M17LAP, H-Leu-NHMec fluorogenic kinetic assay; higher % means a stronger effect; inhibition, % at 30 µM; hits with a dose series show IC50 in µM; 220,000 tested, 0.38% active;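 active = compound inhibiting the enzyme by more than half at any dose during confirmatory dose-response retesting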;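 note: plate controls were full reaction with DMSO carrier for no effect and no enzyme background for full effect; strong numbers were not always called active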
AID2073: inhibitors of Mint1-CaV2.2 protein interaction, biochemical, HTRF (AID 2073). HTRF protein-protein interaction, Mint1-CaV2.2; higher % means a stronger effect. inhibition, % at 20 µM; hits with a dose series show IC50 in µM. 290,000 tested, 0.19% active; in the data active = inhibition mostly above about 51%, no sharp cut-off; note: some results filed as inactive read as strong as hits
HEK293 NOD2/NF-kB: inhibition of NOD2-driven NF-kB reporter – cell-based, luminescence, uHTS, HEK293 (AID 1566); HEK293 NOD2/NF-kB luciferase reporter, luminescence; higher % means a stronger effect; inhibition, % at 4 µM; hits with a dose series show EC50 in µM; 290,000 tested, 0.63% active; note: many of its hits are not listed in these tables
Dynein transport cytoplasmic EGFP: also measured in Dynein transport; calls as there; z-score; measured here: cytoplasmic GR-EGFP intensity; active compounds read high
Dynein transport nuclear GR-EGFP: second read-out of Dynein transport, no call of its own (marks repeat the call); z-score; measured here: nuclear GR-EGFP intensity;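 lower value marks the stronger effect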
Dynein transport cell count: second read-out of Dynein transport, no call of its own (marks repeat the call); z-score; measured here: cell count per field
An asterisk follows results filed as active; [ ] = remark or other dose. Cut-off read from the data, not from the text of the source, unless noted: active = inhibition above about 50%; inactive = the rest. An excerpt (hit frequency here may not be typical).

For CCOC(=O)N1CCC(Nc2c(NCCCN(CC)Cc3ccccc3)c(=O)c2=O)CC1 the results were GPR55 activation -0.1%, KOR beta-arrestin-1 -10.9%, KOR beta-arrestin-2 24.3%, NOD1 NF-kB reporter 3.8%, Dynein transport -1.15, P. falciparum M1AAP 14.5%, P. falciparum M17LAP 11.4%, AID2073 2.2%, HEK293 NOD2/NF-kB 11.2%, Dynein transport cytoplasmic EGFP -0.229, Dynein transport nuclear GR-EGFP -0.657 and Dynein transport cell count 0.571.
COC(=O)Nc1nnc(COc2ccccc2)s1 was read as GPR55 activation 0.0%, KOR beta-arrestin-1 -1.7%, KOR beta-arrestin-2 19.2%, NOD1 NF-kB reporter 2.1%, Dynein transport -0.119, P. falciparum M1AAP 9.3%, P. falciparum M17LAP 1.7%, AID2073 7.2%, HEK293 NOD2/NF-kB 18.2%, Dynein transport cytoplasmic EGFP -0.208, Dynein transport nuclear GR-EGFP -0.0975 and Dynein transport cell count 0.712.
For CCCCNC(=O)N1CCN(S(C)(=O)=O)CC1 the results were GPR55 activation -0.2%, KOR beta-arrestin-1 0.0%, KOR beta-arrestin-2 15.2%, NOD1 NF-kB reporter -33.6%, Dynein transport 0.281, P. falciparum M1AAP 8.7%, P. falciparum M17LAP 5.1%, AID2073 3.3%, HEK293 NOD2/NF-kB -17.0%, Dynein transport cytoplasmic EGFP -0.101, Dynein transport nuclear GR-EGFP 0.379 and Dynein transport cell count -0.342.
Screening COc1ccc2c(c1)CC/C2=N\OC(=O)c1ccccc1OC returned GPR55 activation -0.1%, KOR beta-arrestin-1 -0.3%, KOR beta-arrestin-2 -5.2%, NOD1 NF-kB reporter -19.7%, Dynein transport -0.608, P. falciparum M1AAP 6.3%, P. falciparum M17LAP 9.0%, AID2073 4.0%, HEK293 NOD2/NF-kB -21.1%, Dynein transport cytoplasmic EGFP -0.27, Dynein transport nuclear GR-EGFP -0.111 and Dynein transport cell count 0.572.
`NC(=O)SCC(=O)Nc1ccc(Cl)cc1` gave GPR55 activation -2.3%, KOR beta-arrestin-1 -2.5%, KOR beta-arrestin-2 -1.2%, NOD1 NF-kB reporter 2.3%, Dynein transport 0.0818, P. falciparum M1AAP -2.3%, P. falciparum M17LAP 18.1%, AID2073 -34.9%, HEK293 NOD2/NF-kB 6.3%, Dynein transport cytoplasmic EGFP -0.0439, Dynein transport nuclear GR-EGFP 0.0443 and Dynein transport cell count -0.649.
Cc1ccc(-c2n[nH]c(=S)n2/N=C/c2cc3c(cc2[N+](=O)[O-])OCO3)cc1 was read as GPR55 activation -0.1%, KOR beta-arrestin-1 -2.4%, KOR beta-arrestin-2 33.8%, NOD1 NF-kB reporter -8.9%, Dynein transport -0.803, P. falciparum M1AAP 2.4%, P. falciparum M17LAP 7.0%, AID2073 7.5%, HEK293 NOD2/NF-kB -3.3%, Dynein transport cytoplasmic EGFP -0.241, Dynein transport nuclear GR-EGFP -0.64 and Dynein transport cell count 1.24.
C/C(=N\OC(=O)Nc1ccccc1)c1cnn(-c2cc(C(F)(F)F)cc(C)n2)c1C was read as GPR55 activation -0.2%, KOR beta-arrestin-1 2.5%, KOR beta-arrestin-2 -1.2%, NOD1 NF-kB reporter 1.2%, Dynein transport 0.471, P. falciparum M1AAP 5.8%, P. falciparum M17LAP 10.9%, AID2073 5.4%, HEK293 NOD2/NF-kB 11.4%, Dynein transport cytoplasmic EGFP -0.303, Dynein transport nuclear GR-EGFP 0.223 and Dynein transport cell count 0.389.
For CCC1Sc2ccccc2N(CC(=O)NCc2ccc3c(c2)OCO3)C1=O (centres undefined) the results were GPR55 activation 0.0%, KOR beta-arrestin-1 0.7%, KOR beta-arrestin-2 -6.5%, Dynein transport 1.15, P. falciparum M1AAP 5.8%, P. falciparum M17LAP 16.8%, AID2073 -4.3%, HEK293 NOD2/NF-kB -16.5%, Dynein transport cytoplasmic EGFP -0.205, Dynein transport nuclear GR-EGFP 0.921 and Dynein transport cell count 0.15.
For COc1ccc(CC(=O)Nc2cccc(C(=O)Nc3cccc(C)c3)c2)cc1 the results were GPR55 activation -0.2%, KOR beta-arrestin-1 -4.4%, KOR beta-arrestin-2 15.3%, NOD1 NF-kB reporter -49.6%, Dynein transport -0.218, P. falciparum M1AAP -2.6%, P. falciparum M17LAP -10.9%, AID2073 8.8%, HEK293 NOD2/NF-kB -24.2%, Dynein transport cytoplasmic EGFP -0.331, Dynein transport nuclear GR-EGFP 0.0945 and Dynein transport cell count 0.486.
O=C(Nc1cccc(-n2cnnn2)c1)c1cc(Cl)ccc1Cl was read as GPR55 activation -0.1%, KOR beta-arrestin-1 6.4%, KOR beta-arrestin-2 2.1%, NOD1 NF-kB reporter -16.3%, AID2073 4.1% and HEK293 NOD2/NF-kB 18.3%.
`NC1=NC[C@H](Cc2ccc(O)cc2)N1CCc1cccc2ccccc12` gave GPR55 activation -0.2%, KOR beta-arrestin-1 2.0%, KOR beta-arrestin-2 22.4%, NOD1 NF-kB reporter -10.8%, Dynein transport 0.356, P. falciparum M1AAP 7.4%, P. falciparum M17LAP -0.1%, AID2073 6.1%, HEK293 NOD2/NF-kB 14.8%, Dynein transport cytoplasmic EGFP -0.783, Dynein transport nuclear GR-EGFP 0.315 and Dynein transport cell count -0.698.
Screening c1cc(-c2nn[nH]n2)ccc1CN1CCCCC1 returned GPR55 activation -0.3%, KOR beta-arrestin-1 3.7%, KOR beta-arrestin-2 1.3%, NOD1 NF-kB reporter -12.1%, Dynein transport 0.0478, P. falciparum M1AAP 2.4%, P. falciparum M17LAP -14.3%, AID2073 3.9%, HEK293 NOD2/NF-kB 6.1%, Dynein transport cytoplasmic EGFP -0.344, Dynein transport nuclear GR-EGFP -0.186 and Dynein transport cell count 0.729.
Screening COc1cccc(N2CCN(c3ccc4nnc(CCC(=O)Nc5ccccn5)n4n3)CC2)c1 returned GPR55 activation -0.1%, KOR beta-arrestin-1 -1.5%, KOR beta-arrestin-2 -5.5%, NOD1 NF-kB reporter -22.0%, AID2073 2.7% and HEK293 NOD2/NF-kB 10.7%.
Screening Fc1ccc(CSc2nnc(-c3cnccn3)n2Cc2ccco2)cc1 returned GPR55 activation 0.6%, KOR beta-arrestin-1 -0.4%, KOR beta-arrestin-2 38.4%, NOD1 NF-kB reporter 12.6%, Dynein transport -0.802, P. falciparum M1AAP 4.8%, P. falciparum M17LAP 5.4%, AID2073 -3.5%, HEK293 NOD2/NF-kB 3.1%, Dynein transport cytoplasmic EGFP -0.362, Dynein transport nuclear GR-EGFP -0.0861 and Dynein transport cell count 0.558.
Screening Cc1cc(Cl)c2oc(C(=O)N(C)CCCN3CCOCC3)c(C)c2c1 returned GPR55 activation -0.1%, KOR beta-arrestin-1 2.2%, KOR beta-arrestin-2 -29.9%, NOD1 NF-kB reporter -20.3%, AID2073 -5.8% and HEK293 NOD2/NF-kB -10.2%.

Overlap with the part before: 2 entries, followed by the next part.
Screening Fc1ccc(CSc2nnc(-c3cnccn3)n2Cc2ccco2)cc1 returned GPR55 activation 0.6%, KOR beta-arrestin-1 -0.4%, KOR beta-arrestin-2 38.4%, NOD1 NF-kB reporter 12.6%, Dynein transport -0.802, P. falciparum M1AAP 4.8%, P. falciparum M17LAP 5.4%, AID2073 -3.5%, HEK293 NOD2/NF-kB 3.1%, Dynein transport cytoplasmic EGFP -0.362, Dynein transport nuclear GR-EGFP -0.0861 and Dynein transport cell count 0.558.
Screening Cc1cc(Cl)c2oc(C(=O)N(C)CCCN3CCOCC3)c(C)c2c1 returned GPR55 activation -0.1%, KOR beta-arrestin-1 2.2%, KOR beta-arrestin-2 -29.9%, NOD1 NF-kB reporter -20.3%, AID2073 -5.8% and HEK293 NOD2/NF-kB -10.2%.
Screening CCN1CCN(c2cc(C)c3cc(NC(=O)c4cccs4)ccc3n2)CC1 returned GPR55 activation 0.2%, KOR beta-arrestin-1 7.6%, KOR beta-arrestin-2 5.0%, NOD1 NF-kB reporter -0.3%, Dynein transport -0.552, P. falciparum M1AAP 11.2%, P. falciparum M17LAP -0.1%, AID2073 5.8%, HEK293 NOD2/NF-kB 7.1%, Dynein transport cytoplasmic EGFP -0.257, Dynein transport nuclear GR-EGFP -0.314 and Dynein transport cell count 1.95.
COc1cccc(C(=O)Cn2c(NCCCO)nc3ccccc32)c1 was read as GPR55 activation 0.2%, KOR beta-arrestin-1 4.5%, KOR beta-arrestin-2 -20.4%[20 µM], NOD1 NF-kB reporter -6.3%, AID2073 9.7% and HEK293 NOD2/NF-kB 8.6%.
`CCc1ccc(C(=O)COC(=O)c2n[nH]c3ccccc23)cc1` gave GPR55 activation -1.1%, KOR beta-arrestin-1 0.3%, KOR beta-arrestin-2 -3.8%, NOD1 NF-kB reporter -23.6%, Dynein transport -1.11, P. falciparum M1AAP 5.3%, P. falciparum M17LAP 9.6%, AID2073 15.8%, HEK293 NOD2/NF-kB 11.4%, Dynein transport cytoplasmic EGFP -0.215, Dynein transport nuclear GR-EGFP -0.795 and Dynein transport cell count 0.546.
CC(C)N(CCNCc1nnc(-c2ccccc2)o1)C(C)C was read as GPR55 activation 0.0%, KOR beta-arrestin-1 -1.2%, KOR beta-arrestin-2 25.5%, NOD1 NF-kB reporter -4.2%, Dynein transport 0.416, P. falciparum M1AAP -0.6%, P. falciparum M17LAP -2.0%, AID2073 18.8%, HEK293 NOD2/NF-kB -19.0%, Dynein transport cytoplasmic EGFP -0.35, Dynein transport nuclear GR-EGFP -0.0836 and Dynein transport cell count 0.0698.
Screening Cc1ccc(CCNC(=O)C2CCN(S(=O)(=O)c3ccc4c(c3)CCC(=O)N4)CC2)cc1 returned GPR55 activation 0.5%, KOR beta-arrestin-1 2.6%, KOR beta-arrestin-2 -36.7%, NOD1 NF-kB reporter -5.1%, Dynein transport 0.0114, P. falciparum M1AAP -2.9%, P. falciparum M17LAP -0.2%, AID2073 2.9%, HEK293 NOD2/NF-kB -3.5%, Dynein transport cytoplasmic EGFP -0.151, Dynein transport nuclear GR-EGFP 0.249 and Dynein transport cell count -0.001.
`CC(C)(C)NCCCCOc1ccccc1F` gave GPR55 activation 0.0%, KOR beta-arrestin-1 -1.7%, KOR beta-arrestin-2 -14.8%, NOD1 NF-kB reporter 4.7%, Dynein transport 0.135, P. falciparum M1AAP 2.6%, P. falciparum M17LAP -2.8%, AID2073 11.8%, HEK293 NOD2/NF-kB -7.8%, Dynein transport cytoplasmic EGFP -0.301, Dynein transport nuclear GR-EGFP -0.129 and Dynein transport cell count 0.34.
